ERG-DNA inh: qHTS for Small Molecule Inhibitors of the ERG Ets/DNA interaction. fluorescence polarization, His-ERG Ets domain / labelled DNA. Potency, µM (highest dose often 76.9 µM), without a hit: at the highest dose FP activity, negative = inhibition, most hits filed as inhibitors. actives 0.028% (n = 370,000). AID 624246, 2012; active = well fitted inhibition curve with a large enough effect in the polarisation, with a control signal flat; inconclusive = small, poorly fitted or top-dose-only effect, or effect the other way, or a change in a side signal; inactive = no such curve, though single readings can be large or run the other way; the % refers to the polarisation;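 note: polarization taken with two DNA probes labelled with fluorescein and Texas red; potency is the fitted concentration of half-maximal effect; % of control where 0% means no effect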
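His-tagged ERG Ets domain (1 uM in the protein solution; 300mM KCl, 50mM Tris-HCl, 1mM EDTA, 1mM DTT, pH 7.5) received compound, then a probe mix of 5 nM fluorescein-DNA and 100nM Texas-615-DNA. Fluorescence polarization was read for both dyes.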
RGS4 inh: Inhibitors of Regulator of G Protein Signaling (RGS) 4: qHTS. actives 0.039% (n = 390,000). Regulator of G-protein signaling 4 (Homo sapiens), P49798. Transcreener GDP fluorescence polarization, RGS4-accelerated GTP hydrolysis. Potency, µM (doses to about 114 µM), for the others: top-dose activity change, negative = inhibition, usual class: inhibitors; note: potency is the fitted concentration of half-maximal effect; % is set by controls: 0 for no effect and ±100 for the full control effect; nearly all actives have a fitted effect of over 75% in size; some results filed as inactive show a strong effect at the top dose
Target sequence (P49798 whole entry, looked up): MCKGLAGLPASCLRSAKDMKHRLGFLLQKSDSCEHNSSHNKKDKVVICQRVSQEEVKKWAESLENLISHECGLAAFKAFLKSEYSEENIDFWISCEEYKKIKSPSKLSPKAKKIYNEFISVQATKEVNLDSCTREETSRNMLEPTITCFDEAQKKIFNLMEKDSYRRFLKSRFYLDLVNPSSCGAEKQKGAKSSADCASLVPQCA
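MLSMR compounds (23 nl, pin-transferred) preincubated 10 min at room temperature with a 500nM (2x) first reagent, then RGS4 at 900nM (2x) plus Transcreener GDP mix added; fluorescence polarization (620/688 nm) read before and after 90 min at 30 °C.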
Pol beta inh: qHTS Assay for Inhibitors of DNA Polymerase Beta; Potency, µM (top dose mostly 114 µM), for inactives: top-dose activity change, negative = inhibition, most hits filed as inhibitors; P06746; AID 485314, 2010; actives 1.3% (n = 340,000); Pol beta primer extension/strand displacement, fluorescence kinetic; note: potency is the fitted concentration of half-maximal effect; % is set by controls: 0 for no effect and ±100 for the full control effect
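Values derive from four-parameter Hill fits of normalized kinetic data: reads at 0 and 10 min following addition of 50 nM substrate to 10 nM Pol beta preincubated 15 min with compound.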
Apoferritin bind: qHTS Assay for Identification of Novel General Anesthetics; apoferritin/1-aminoanthracene competitive binding, fluorescence; actives 0.074% (n = 350,000); Potency, µM (highest dose often 77.5 µM), without a hit: top-dose activity change, negative = displacement, hits mostly inhibitors; Ferritin light chain (Equus caballus), P02791; note: potency is the fitted concentration of half-maximal effect; % is set by controls: 0 for no effect and ±100 for the full control effect; nearly all actives have a fitted effect of over 20% in size
Target sequence (P02791 2-175 limits assumed): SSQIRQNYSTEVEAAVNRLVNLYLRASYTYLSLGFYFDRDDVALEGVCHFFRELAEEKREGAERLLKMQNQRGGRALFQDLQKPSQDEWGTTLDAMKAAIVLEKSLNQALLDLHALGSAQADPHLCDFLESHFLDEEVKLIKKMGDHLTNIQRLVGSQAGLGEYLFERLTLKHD
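Concentration-response curves derived by four-parameter Hill fitting of normalized fluorescence, where compounds displaced 1-AMA from 10 uM horse apoferritin following a brief 10 min room-temperature incubation; propofol titration acted as positive control.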
POLK inh: qHTS for Inhibitors of Polymerase Kappa | purified Pol kappa, fluorescent DNA synthesis assay, 10 min | actives 0.53% (n = 400,000) | Potency, µM (titrated, usually from 107 µM), for the others: at the highest dose activity, negative = inhibition, most hits filed as inhibitors | DNA polymerase kappa (Homo sapiens), Q9UBT6; note: potency is the fitted concentration of half-maximal effect; % is set by controls: 0 for no effect and ±100 for the full control effect
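50 nM final substrate added after 15 min RT preincubation of 10 nM Pol kappa with compound; fluorescence read at 0 and 10 min.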
APE1 inh: qHTS Assay for Inhibitors of the Human Apurinic/apyrimidinic Endonuclease 1 (APE1). DNA repair nuclease/redox regulator APEX1 (Homo sapiens), P27695. Potency, µM (doses to about 65.8 µM), inactives show at the top dose activity change, negative = inhibition, actives largely listed as inhibitors. AID 2517, 2012. recombinant APE1, TAMRA/BHQ-2 abasic DNA cleavage fluorescence. actives 0.35% (n = 350,000);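 note: potency is the fitted concentration of half-maximal effect; plate controls were vehicle for no effect and reference inhibitor for full effect; nearly all actives have a fitted effect of over 55% in size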
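Activity was derived from the fluorescence gain between first and third kinetic reads (60 s intervals, ex 525/em 598 nm) after 50 nM THF-abasic TAMRA/BHQ-2 duplex was added to 0.75 nM APE1 preincubated 15 min with compound.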
LDHA block: qHTS assay for inhibitors of human lactate dehydrogenase. L-lactate dehydrogenase A chain (Homo sapiens), P00338. purified LDHA, NADH/diaphorase-resazurin fluorescence; active compounds read low. activity change, % (values are at about 110 or 230 µM). actives 0.15% (n = 480,000). AID 1347041, 2019; in the data active = activity change below about -30%; inconclusive = mostly about -25% to -30%;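 note: plate controls were DMSO wells for no effect and wells without enzyme for full effect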
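LDH5 2 nM; NADH 0.06 mM, pyruvate 0.2 mM; 200 mM Tris pH 7.4, EDTA, Tween-20; 5 min RT. Detection: diaphorase 0.133 mg/mL + resazurin 37 µM, fluorescence ex540/em590 at 0 and 20 min; normalized to enzyme-free and DMSO wells.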
Pol eta inh: qHTS for Inhibitors of Polymerase Eta; DNA polymerase eta (Homo sapiens), Q9Y253; recombinant Pol eta, fluorescent DNA replication assay; Potency, µM (highest dose often 114 µM), for the others: top-dose activity change, negative = inhibition, most hits filed as inhibitors; actives 1.2% (n = 390,000); note: potency is the fitted concentration of half-maximal effect; % is set by controls: 0 for no effect and ±100 for the full control effect
Target sequence (Q9Y253 whole entry, looked up): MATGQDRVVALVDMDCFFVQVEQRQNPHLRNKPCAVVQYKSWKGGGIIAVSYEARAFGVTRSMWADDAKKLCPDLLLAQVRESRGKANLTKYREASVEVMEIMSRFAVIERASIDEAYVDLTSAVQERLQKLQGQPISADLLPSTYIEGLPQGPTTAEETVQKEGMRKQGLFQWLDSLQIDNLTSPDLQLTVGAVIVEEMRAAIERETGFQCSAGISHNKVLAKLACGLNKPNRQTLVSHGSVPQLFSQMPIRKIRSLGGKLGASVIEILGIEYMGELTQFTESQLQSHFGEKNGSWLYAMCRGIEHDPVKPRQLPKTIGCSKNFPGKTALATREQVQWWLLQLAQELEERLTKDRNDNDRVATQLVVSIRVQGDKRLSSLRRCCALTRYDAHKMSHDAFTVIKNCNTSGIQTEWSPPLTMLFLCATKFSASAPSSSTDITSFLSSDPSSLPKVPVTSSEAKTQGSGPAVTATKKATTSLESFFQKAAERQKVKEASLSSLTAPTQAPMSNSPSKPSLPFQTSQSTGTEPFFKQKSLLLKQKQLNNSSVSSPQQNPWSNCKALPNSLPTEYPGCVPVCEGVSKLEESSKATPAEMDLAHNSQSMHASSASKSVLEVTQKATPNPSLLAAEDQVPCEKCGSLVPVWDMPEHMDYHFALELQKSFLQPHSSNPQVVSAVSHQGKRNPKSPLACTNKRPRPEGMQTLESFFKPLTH
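Pol eta at 10 nM preincubated with compounds 15 min at room temperature; reaction started with fluorescent substrate (50 nM final) and read kinetically at 0 and 10 min.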
12-LOX inh: Primary qHTS assay for inhibitors of human arachidonate 12S-lipoxygenase (ALOX12): Round 2; Potency, µM (doses to about 108 µM), without a hit: at the top dose activity change, negative = inhibition, usual class: inhibitors; actives 1.1% (n = 580,000); AID 1671190, 2021; purified 12hLO, xylenol orange hydroperoxide absorbance; note: potency is the fitted concentration of half-maximal effect; % is set by controls: 0 for no effect and ±100 for the full control effect
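Purified human 12hLO (150 nM final) in 25 mM Hepes, 0.01% Triton X-100, pH 7.0 was preincubated 15 min at room temperature with compound. Then 40 uM arachidonic acid was added, 30 min. Hydroperoxide was read by Fe-XO absorbance ratio 573/405 nm.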
The depositor's hits bear a star; ? = inconclusive; · = no result given; & = joins results of further samples; [ ] = remark or other dose. Unless noted, calls come from the whole dose curve; as a rule, active = well fitted curve in the direction sought with a large enough effect; inconclusive = small, poorly fitted or top-dose-only effect, or another doubt; inactive = no such curve, though single readings can be large; an effect the other way counts as inactive or inconclusive. This is a subset; rates above refer to the full screens.

SMILES	ERG-DNA inh	RGS4 inh	Pol beta inh	Apoferritin bind	POLK inh	APE1 inh	LDHA block	Pol eta inh	12-LOX inh
N#CCC(=O)Nc1ccc(C(=O)OCC(=O)NC2CCCCCC2)cc1	16.5%	-5.2%	·	·	6.8%	-1.4%	1.1	-8.9%	13.9%
O=C(c1ccc(F)cc1)N1CCC2(CC1)NCCc1[nH]cnc12	5.2%	-16.3%	-2.0%	1.5%	9.7%	85.5%[activator]	0.8	-10.3%	?
C#CCNc1c2c(nc3ncnn13)CC(C)CC2 (centres undefined)	-5.2%	-27.7%[11.4 µM]	-3.6%	-10.8%	17.0%	1.6%	-2.6	25.5%	-15.0%
COCCn1c(=NC(=O)c2ccc3c(c2)OCCO3)sc2cc(C(=O)OC)ccc21	1.1%	-2.0%	-10.2%	-12.3%	-7.6%[60.1 µM]	·	-3.9	-3.8%	-14.7%
O=C(COc1cc(Cl)ccc1Cl)N1CCNC1=O	-0.7%	-7.2%	·	·	-4.4%	10.3%	-1.7&-6.8	-18.6%	1.2%&-27.0%
C[C@H]1CCC/C=C/[C@@H]2C[C@H](O)C[C@H]2[C@H](O)[C@H](S(=O)c2ccc(O)cc2)CC(=O)O1 (some centres undefined)	·	?	·	·	-0.8%	·	-3.2	-11.1%	39.8µM*
O=C(NCCn1cc(SCc2ccc(F)cc2)c2ccccc21)c1cccs1	4.9%	12.5%	19.0%	60.1%[activator]	-5.6%	·	-4.7	-13.5%	?
Cc1c(C(=O)NCCS(=O)(=O)N2CCN(c3ccccc3F)CC2)cccc1[N+](=O)[O-]	-5.8%	10.3%	72.2%	-3.0%	-4.8%	0.2%	-4.2	-0.4%	4.9%
CCOc1ccc2[nH]c3c(NCCN(C)C)ncnc3c2c1	·	·	56.2µM*	-15.6%	·	-1.0%	·	·	13.8%
O=C(NC(=S)NC1C2CC3CC(C2)CC1C3)c1ccccc1 (centres undefined)	-9.5%	-29.8%	27.6%	?	7.4%	20.8%	0.0	-19.2%	?
O=C(NCC1OCCc2ccccc21)c1ccc(NC(=O)c2ccccc2Cl)cc1 (centres undefined)	-10.1%	-36.8%	24.5%	-7.5%	-10.5%	4.6%	-7.8	-11.7%	-14.9%
CCN(CC)S(=O)(=O)c1ccc(N2CCOCC2)c(NC(=O)c2cccc3ccccc23)c1	3.7%	3.2%	11.7%	-3.7%	-13.5%	-6.0%	-13.5	-9.0%	11.8%
O=C(Nc1ccc(N2CCOCC2)cc1N1CCOCC1)c1cccc([N+](=O)[O-])c1	2.6%	4.3%	30.4%	-3.5%	-7.0%	-2.4%	2.4	-9.3%	1.4%
O=C(N[C@@H](Cc1c[nH]c2ccccc12)C(=O)O)C1CCN(S(=O)(=O)c2ccc(Cl)cc2)CC1	28.7%	-27.6%	24.0%	-3.4%	-6.1%	5.2%	-3.9	-13.0%	-3.0%
COc1ccc(NC(=O)C(CC(C)C)NC(=O)C2CCC(C)CC2)c(OC)c1 (centres undefined)	6.6%	29.5%	-0.9%	-14.6%	-9.8%	0.3%	1.7	-5.7%	-6.3%
CCS(=O)(=O)c1nc(S(=O)(=O)c2ccc(Cl)cc2)c(N2CCN(C)CC2)s1	-2.8%	-12.0%[56.9 µM]	5.3%	-6.0%	-10.8%	-20.2%	-1.1	-7.3%	-2.2%
CCN(CC)C(=O)c1sc2c(c1C)c(=O)n(-c1ccc(C)c(C)c1)c(=O)n2Cc1cc(=O)n2ccccc2n1	6.3%	14.1%	1.4%	-19.5%	-2.2%[60.1 µM]	·	-6.2	-1.5%	?
CN(C)/C=N/C(=S)Nc1ccc(Cl)cc1	-1.2%	-10.6%	-11.0%	-22.9%	4.9%	6.8%	-3.6	-4.2%	-26.6%
CCOC(O)[C@H]1N[C@@H](c2ccc(Cl)cc2)[C@@H]([N+](=O)[O-])[C@@H]1c1ccccc1 (some centres undefined)	-0.7%	-2.2%	0.2%	-19.3%	-25.0%	-2.0%	-6.0	-24.4%	-10.3%
O=C(c1ccc(S(=O)(=O)N2CCCCC2)cc1)N1CCc2ccccc2C1	7.4%	-7.7%	-10.2%	?	4.3%	-1.6%	1.0	-20.3%	-1.9%
Nn1c(SCC(=O)Nc2ccccc2F)nnc1-c1cccnc1	-1.8%	0.8%	3.7%	-12.7%	-10.4%	-2.0%	14.4	-12.6%	-38.5%
O=C(COc1cccnc1[N+](=O)[O-])Nc1ccc(N2CCOCC2)cc1	-9.2%	-7.0%	2.4%	-15.1%	-10.9%	3.6%	-15.9	-9.5%	-16.0%
Cc1ccc(CNC(=O)C2(C(F)(F)F)C/C(=C\Cc3ccccc3)CCCO2)o1 (centres undefined)	10.7%	?	-1.4%	?	13.0%&-12.2%	10.9%&1.0%	0.7	-6.1%	·
COc1ccc(CC(=O)Nc2ccc(N3CCCC3)c(C)c2)cc1	-8.5%	-40.0%	34.3%	-3.1%	-16.6%	-7.4%	8.6	-8.5%	?
CC(CN1C(C)CCCC1C)OC(=O)c1ccccc1F (centres undefined)	-5.9%	26.8%	23.1%	-3.0%	-10.2%	25.9%	-3.7	2.1%	11.3%
Other structures follow:
SMILES	ERG-DNA inh	RGS4 inh	Pol beta inh	Apoferritin bind	POLK inh	APE1 inh	LDHA block	Pol eta inh	12-LOX inh
CCOC(=O)C1=C(C)N=C2c3ccccc3C(=O)C2C1c1ccc(C)cc1 (centres undefined)	-2.5%	5.6%	17.2%	?	-3.4%	-1.4%	-2.5	?	0.0%[57.4 µM]
CCOC(=O)C1CCN(C(=O)CN(c2cccc(C(F)(F)F)c2)S(C)(=O)=O)CC1	-10.5%	-12.2%	28.3%	-16.6%	-13.4%	5.4%	-12.7	-2.0%	-23.8%
CN(C)S(=O)(=O)c1cccc(NC(=O)Cn2cc(C(F)(F)F)cc(Cl)c2=O)c1	-5.8%	-3.9%	8.2%	-6.2%	4.3%	-4.3%	2.0	-5.2%	-7.8%
CCOc1nc(Nc2ccccc2F)nc(OCC)n1	0.9%	14.7%	-26.1%	-8.5%	0.0%	10.2%	-11.0	5.9%	-23.7%
COc1ccc(Cc2nnc(SC(C)C(=O)Nc3ccc(C(N)=O)cc3)o2)cc1 (centres undefined)	5.4%	-14.3%	·	·	-0.9%	18.7%	1.6	-1.7%	-18.7%
CC(=O)N1CCc2c(sc3c2c(=O)n(-c2ccc(C)cc2)c(=O)n3Cc2ccccc2C)C1	-1.3%	-3.3%	-6.2%	?	-15.1%	·	-9.8	-10.5%	-30.8%
Cc1ccc(NC(=O)Cc2ccsc2)cc1Cl	9.0%	-2.1%	-1.3%	?	5.0%	9.0%	-1.8	-19.8%	0.0%
O=C(Nc1cccc(C(F)(F)F)c1)C12CC3CC(CC(C3)C1)C2	5.8%	-1.5%	30.3%	8.2%	-1.5%	-2.9%	3.7	-11.3%	-12.5%
CCOC(=O)C1=CN(Cc2ccc(Br)cc2)S(=O)(=O)NC1C (centres undefined)	13.3%	-21.6%	·	·	6.7%	16.9%	-1.0	-16.5%	-24.9%
COc1ccc(C(=O)CCNc2ccc(C)c(Cl)c2)cc1	-0.6%	-11.1%	-26.5%	-5.4%	8.4%	-3.0%	1.9	-10.7%	-12.8%
COC(=O)[C@@]12CCCCN1[C@H](c1ccc(-c3ccc(F)cc3)c(OC)c1)[C@H]1C(=O)N(C)C(=O)[C@H]12	-1.3%	4.6%	·	·	-6.1%	-31.4%	-0.5	-15.8%	-22.7%
COc1ccccc1NC(=O)Cc1coc2cc(C)ccc12	-4.1%	-3.5%	14.4%	-18.2%	2.9%	-0.8%	-0.8	-5.1%	-14.4%
Cc1c(C(=O)c2ccc(Br)cc2)c(=O)n(C)c(=O)n1C	15.5%	18.0%	31.0%	-6.6%	8.9%	-2.5%	0.8	1.4%	0.0%
O=C(COC(=O)C1CC1)Nc1ccc(Oc2ccccc2)cc1	7.0%	18.2%	13.1%	?	-9.8%	5.7%	-3.2	-12.5%	?
Cc1nc([N+](=O)[O-])cn1CC(=O)Nc1ccc([N+](=O)[O-])cc1	-0.2%	9.6%	22.0%	0.7%	-8.8%	46.7%[activator]	-7.0	-12.4%	7.7%

Reformatted in CSV form: three of the compounds above.
Compound,ERG-DNA inh,RGS4 inh,Pol beta inh,Apoferritin bind,POLK inh,APE1 inh,LDHA block,Pol eta inh,12-LOX inh
COc1ccccc1NC(=O)Cc1coc2cc(C)ccc12,-4.1%,-3.5%,14.4%,-18.2%,2.9%,-0.8%,-0.8,-5.1%,-14.4%
Cc1c(C(=O)c2ccc(Br)cc2)c(=O)n(C)c(=O)n1C,15.5%,18.0%,31.0%,-6.6%,8.9%,-2.5%,0.8,1.4%,0.0%
O=C(COC(=O)C1CC1)Nc1ccc(Oc2ccccc2)cc1,7.0%,18.2%,13.1%,?,-9.8%,5.7%,-3.2,-12.5%,?

Screening results: PubChem, National Center for Advancing Translational Sciences (NCATS)
